# Screening results from PubChem.
# Tat transport = E. coli Tat export inhibitors, primary screen, MC4100, TorA-mCherry reporter, fluorescence, single point; inhibition, % at 10 µM; 340,000 compounds, 0.036% hits; AID 488895, 2010;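 active means mean replicate inhibition at least 50% and at least half of replicates individually reaching 50%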;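 further: exported cargo escapes ClpAP degradation while cytoplasmic cargo is degraded and loses fluorescence; 0% = median of neutral control wells and 100% = median of NaSCN control wells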
# AddAB inh = growth inhibition of E. coli expressing H. pylori AddAB, primary screen, AddAB inhibitor project, absorbance; inhibition, % at 11.9 µM; 330,000 compounds, 0.29% hits; in the data active means inhibition above about 12%;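 further: 0% = vehicle wells of infected cells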
# PfHsp90 set2 = growth inhibition of PfHsp90-expressing yeast, primary screen, antimalarial PfHsp90 inhibitor project, S. cerevisiae, BacTiter-Glo luminescence, single point, set 2; inhibition, % at 9.4 µM; 310,000 compounds, 0.32% hits; BacTiter-Glo ATP, 48 h; yeast lacking PDR1 and PDR3 efflux regulators;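 active means every replicate shows inhibition above about 80%, whatever the replicate mean, limit read from the data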;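 further: 0% = DMSO neutral controls and 100% = 20 µM radicicol positive controls; yeast relying on Plasmodium falciparum Hsp90 in place of its own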
# CAL PDZ inh = CAL PDZ peptide-binding inhibitors, primary screen, biochemical, fluorescence polarization, Cer-tagged CAL PDZ, HTS; Golgi-associated PDZ and coiled-coil motif-containing protein (Homo sapiens), Q9HD26; purified CAL PDZ, TMR-peptide fluorescence polarization, 1 h; inhibition, % at 20 µM; 330,000 compounds, 0.02% hits; AID 504414, 2011;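 active means highest replicate inhibition of at least 40%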;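 further: plate controls were DMSO neutral control wells for no effect and unlabeled competitor peptide control wells for full effect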
#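 Material: tagged CAL PDZ protein CerCALP, purified; buffer or medium: sodium phosphate/NaCl buffer pH 7.4 with TCEP, IgG, Thesit; also added: fluorescent TMR peptide probe; schedule: 1 h incubation at room temperature before polarization reading; technique: fluorescence polarization from S- and P-plane intensities, G-factor corrected; control set: unlabelled peptide and DMSO controls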
# phage Ecoli inh = growth loss of phage-infected E. coli, primary screen, RecBCD inhibitor project, absorbance, with phage, HTS; inhibition, % at 11.9 µM; 360,000 compounds, 0.26% hits; AID 651602, 2012; in the data active means inhibition above about 11%
# DAGLB inh = DAGLB lipase inhibitors, primary screen, biochemical, fluorescence, HTS; Diacylglycerol lipase-beta (Homo sapiens), Q8NCG7; HEK293T DAGLB membrane lysate, EnzChek fluorogenic substrate; inhibition, % at 5.17 µM; 340,000 compounds, 0.059% hits; AID 504411, 2011; in the data active means inhibition above about 34%;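 further: 0% = enzyme with vehicle and 100% = wells lacking enzyme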
# Target sequence (Q8NCG7 whole entry, looked up): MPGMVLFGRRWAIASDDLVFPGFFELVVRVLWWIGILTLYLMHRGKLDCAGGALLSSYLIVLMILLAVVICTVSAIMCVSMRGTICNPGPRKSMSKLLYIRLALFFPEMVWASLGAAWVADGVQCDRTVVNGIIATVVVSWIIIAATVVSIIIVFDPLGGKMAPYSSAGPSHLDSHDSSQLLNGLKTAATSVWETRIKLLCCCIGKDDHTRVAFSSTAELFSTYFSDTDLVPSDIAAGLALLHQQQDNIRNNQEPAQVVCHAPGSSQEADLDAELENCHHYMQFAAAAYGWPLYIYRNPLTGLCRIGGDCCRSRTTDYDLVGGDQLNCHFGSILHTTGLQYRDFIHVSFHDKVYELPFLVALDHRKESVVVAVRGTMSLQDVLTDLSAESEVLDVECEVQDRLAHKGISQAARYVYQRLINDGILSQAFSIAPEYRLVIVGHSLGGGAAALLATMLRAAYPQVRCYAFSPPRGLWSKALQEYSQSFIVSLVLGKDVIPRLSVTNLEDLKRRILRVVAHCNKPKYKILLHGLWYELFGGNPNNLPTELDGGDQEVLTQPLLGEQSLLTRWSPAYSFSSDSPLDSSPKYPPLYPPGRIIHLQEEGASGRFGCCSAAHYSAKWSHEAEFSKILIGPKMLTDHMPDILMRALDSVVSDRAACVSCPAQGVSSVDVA
# E coli growth = E. coli V3065 growth inhibition, primary screen, counter-screen for AddAB inhibitor project, absorbance, OD600; 18 h; inhibition, % at 11.9 µM; 330,000 compounds, 0.27% hits;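 active means inhibition above the campaign's mean inhibition across all tested compounds plus 3 SD, cut at about 9.9% in these data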;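 further: uninfected addAB+ strain grown without phage in ampicillin broth; 0% = DMSO wells and 100% = ciprofloxacin 0.95 µg/ml wells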
# Rtt109 HAT inh = inhibitors of C. albicans Rtt109/Vps75 HAT, primary screen, biochemical, ThioGlo CoA-SH fluorescence, plate reader. AID 540336, 2011. inhibition, % at 34.9 µM. purified Rtt109/Vps75, 4 h. 330,000 compounds, 0.16% hits;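 active means inhibition of at least 50% in every replicate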
# Target sequence (Q5AAJ8 whole entry, looked up): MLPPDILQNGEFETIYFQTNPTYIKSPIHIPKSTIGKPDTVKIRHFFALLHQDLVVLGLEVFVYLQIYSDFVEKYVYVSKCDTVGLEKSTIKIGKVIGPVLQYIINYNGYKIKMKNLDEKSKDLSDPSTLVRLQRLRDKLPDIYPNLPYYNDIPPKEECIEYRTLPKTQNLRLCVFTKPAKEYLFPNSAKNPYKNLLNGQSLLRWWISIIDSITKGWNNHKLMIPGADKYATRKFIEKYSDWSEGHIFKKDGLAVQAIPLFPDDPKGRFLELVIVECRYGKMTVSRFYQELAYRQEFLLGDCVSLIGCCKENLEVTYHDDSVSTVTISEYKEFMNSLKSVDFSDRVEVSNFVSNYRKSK
# Wnt bcat act = Wnt/beta-catenin pathway activators, primary screen, cell-based, plate reader, single point | Wnt/beta-catenin reporter cell assay, activator | activation, % at 9.35 µM | 300,000 compounds, 1.2% hits; in the data active means activation above about 30%, passing the limit was not always enough;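 further: 0% = neutral control wells and 100% = positive control wells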
# PvdQ inh = P. aeruginosa PvdQ acylase inhibitors, primary screen, biochemical, fluorescence, plate reader and imaging, single point. PvdQ acylase [Pseudomonas aeruginosa LESB58]. purified PvdQ acylase. inhibition, % at 10 µM. 340,000 compounds, 0.063% hits; in the data active means inhibition above about 30%, passing the limit was not always enough;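 further: 0% = vehicle neutral wells and 100% = reference inhibitor wells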
# * marks the source's active call; other numbers are inactive results; . = not tested or not shown.
SMILES,Tat transport,AddAB inh,PfHsp90 set2,CAL PDZ inh,phage Ecoli inh,DAGLB inh,E coli growth,Rtt109 HAT inh,Wnt bcat act,PvdQ inh
Cc1ccc(S(=O)(=O)Nc2cccc(C(=O)NCC3CCCO3)c2)cc1F (stereo unspecified),2.4,-1.9,-8.5,-1.0,-1.0,-1.7,-0.9,-3.9,-1.0,-5.0
CCCC(=O)NCCCCNC(=O)CCC,-3.6,-2.4,-8.5,0.0,2.1,-0.3,-3.0,9.0,.,12.7
O=C(O)/C=C/c1cn(-c2ccccc2)nc1-c1cccs1,-3.6,4.3,-9.9,-1.9,2.3,-2.8,5.6,0.9,0.3,-7.2
Cc1ccc(C(C(=O)NC2CCCC2)N(C(=O)Cc2cccs2)c2ccc3c(c2)OCCO3)cc1 (stereo unspecified),-7.0,2.6,4.1,-0.7,2.0,-3.3,1.4,-0.9,-0.6,-14.5
O=C(O)c1ccc(CNCc2ccccc2Cl)cc1,7.0,4.5,-81.4,-0.6,0.8,-1.6,4.3,6.2,.,-8.5
NCCc1nnc(SCc2c(Cl)cccc2Cl)o1,-1.6,1.5,6.6,-0.8,1.9,-3.0,3.1,-4.3,0.7,-25.4
O=C(C=Cc1ccco1)c1ccc2ccccc2c1,-4.2,.,-4.8,-1.7,-0.6,-1.7,.,0.1,61.2*,7.4
Cn1c(-c2ccc(C(C)(C)C)cc2)n[nH]c1=S,-7.2,3.0,1.1,.,0.5,-0.2,-1.1,5.0,.,-6.7
CCNc1nc(NCC)n2c(SCC(=O)Nc3ccccc3C(F)(F)F)nnc2n1,2.3,-0.3,.,-2.4,0.8,2.1,1.0,-10.9,0.1,-8.2
C/C(N)=C(/C#N)C(=O)COC(=O)c1ccccc1Cc1ccccc1,6.1,0.1,10.7,-2.3,3.8,-5.0,1.4,0.9,3.0,-7.4
Nc1ncnc(N(c2ccccc2)C2CCCCC2)c1[N+](=O)[O-],-7.3,0.3,-23.9,-0.2,-4.2,-2.9,-1.5,-6.2,.,-9.7
O=C(CSc1ccc([N+](=O)[O-])cc1)Nc1cccc(S(=O)(=O)Nc2ccccc2F)c1,3.0,4.0,14.9,-3.0,3.7,4.5,-0.6,-0.6,-3.6,-6.2
CC(C)NC(=O)N1CCC(c2nc3ccccc3s2)CC1,-2.0,0.8,15.8,-0.7,0.6,-1.2,-1.5,8.2,0.6,-15.7
CCCCn1nnnc1NCc1cccs1,2.0,1.7,-64.6,0.7,4.4,1.6,-1.1,9.2,-1.1,-2.1
O=C(CN1C(=O)C(=O)N(Cc2ccco2)C1=O)NC1CCCCC1,-4.2,-0.9,-0.2,0.2,2.3,-1.2,-1.7,-11.0,-3.2,-7.6
CCOC(=O)c1cc(=O)n(Cc2ccccc2C)c2ccccc12,2.3,1.2,3.3,-1.0,3.1,-7.7,-0.2,-2.5,-1.8,-11.5
CCOc1ccc(N2C(=O)CC(n3nc(C)cc3C)C2=O)cc1 (stereo unspecified),4.7,-1.4,-4.5,-0.5,1.6,-3.3,0.3,7.0,.,-20.3
CC1CCCCN1S(=O)(=O)c1ccc(S(=O)(=O)N2CCN(c3ccccc3)CC2)cc1 (stereo unspecified),2.1,-1.0,15.7,0.5,2.4,-1.1,-0.3,-5.1,.,-11.0
COc1ccccc1NC(=O)c1ccc(NC(=O)c2nc3nccc(C)n3n2)cc1,-2.6,-0.8,10.0,-2.1,3.1,0.6,-1.2,0.2,0.9,-6.9
C/C(=N\NC(=O)CNC(=O)c1ccncc1)c1ccc(C)cc1,-5.0,-0.7,-3.6,.,4.2,-0.7,0.0,5.1,-1.9,-3.9
O=C(CBr)N1CCc2ccccc2C(c2ccccc2)C1 (stereo unspecified),6.9,1.1,-6.2,0.3,1.3,-0.5,-0.9,10.3,-1.3,-1.9
O=[N+]([O-])c1ccc(C(=S)N2CCC(Cc3ccccc3)CC2)cc1,1.8,2.4,13.0,-0.3,1.8,-8.5,0.8,4.1,.,-7.6
CCN(CC)S(=O)(=O)c1ccc(N/N=C(\C)c2ccc(OC)cc2O)nc1,2.1,1.9,-11.0,-1.4,3.1,2.4,-0.6,10.5,1.6,13.6
COc1ccccc1C1=NNC(=NCc2ccccc2)SC1,-1.7,3.6,-3.7,-0.7,1.9,-1.1,3.3,12.0,-0.9,1.2
O=C(CCC(=O)NNC(=O)COc1ccc(Br)cc1Br)NCc1ccccc1,-3.6,1.6,-5.6,0.0,2.3,.,-0.7,-2.5,0.5,-2.0

# Reprinted from the part before: five entries, then new ones.
SMILES,Tat transport,AddAB inh,PfHsp90 set2,CAL PDZ inh,phage Ecoli inh,DAGLB inh,E coli growth,Rtt109 HAT inh,Wnt bcat act,PvdQ inh
O=C(CBr)N1CCc2ccccc2C(c2ccccc2)C1 (stereo unspecified),6.9,1.1,-6.2,0.3,1.3,-0.5,-0.9,10.3,-1.3,-1.9
O=[N+]([O-])c1ccc(C(=S)N2CCC(Cc3ccccc3)CC2)cc1,1.8,2.4,13.0,-0.3,1.8,-8.5,0.8,4.1,.,-7.6
CCN(CC)S(=O)(=O)c1ccc(N/N=C(\C)c2ccc(OC)cc2O)nc1,2.1,1.9,-11.0,-1.4,3.1,2.4,-0.6,10.5,1.6,13.6
COc1ccccc1C1=NNC(=NCc2ccccc2)SC1,-1.7,3.6,-3.7,-0.7,1.9,-1.1,3.3,12.0,-0.9,1.2
O=C(CCC(=O)NNC(=O)COc1ccc(Br)cc1Br)NCc1ccccc1,-3.6,1.6,-5.6,0.0,2.3,.,-0.7,-2.5,0.5,-2.0
CNS(=O)(=O)c1cnccc1N1CCN(C)CC1,4.2,4.8,-8.1,-0.3,-0.7,-0.8,2.4,-3.7,0.3,1.7
Cc1onc(C(=O)NN)c1C(=O)N1CCN(C(c2ccccc2)c2ccccc2)CC1,-9.6,4.2,11.8,-0.2,1.8,2.5,1.7,-2.9,-10.1,-13.2
CCn1c(C)[n+](CCOCC[n+]2c(C)n(CC)c3cc(Cl)c(Cl)cc32)c2cc(Cl)c(Cl)cc21,-3.6,-0.5,0.8,-1.2,-1.0,-1.9,-0.9,.,0.8,-8.7
COc1ccc(CCNC(=O)Cn2ccc3cc(S(=O)(=O)N4CCCC4)ccc32)cc1OC,-4.9,1.1,5.5,-2.9,2.4,-0.9,0.6,0.5,0.9,-14.9
Cc1ccc(/C=N/NC(=O)C(C)Oc2ccccc2[N+](=O)[O-])s1 (stereo unspecified),1.9,2.3,1.8,-0.7,4.0,2.2,0.9,-2.7,4.1,-2.5
Cc1nnsc1C(=O)N/N=C/c1c(F)cccc1Cl,6.0,2.0,1.0,-0.9,2.9,0.5,1.4,2.3,-1.6,-13.7
O=C(NCCN1CCCCCC1)C1CC(=O)N(CCc2ccccc2)C1 (stereo unspecified),2.5,2.3,1.1,0.3,1.7,-1.9,0.6,-10.0,.,-2.8
Cc1ccc(NC(=O)C(c2ccccc2)N2CCN(CC(=O)N3CCOCC3)CC2)cc1Cl (stereo unspecified),-3.9,-3.3,-0.8,0.4,1.9,-2.2,-2.6,0.7,16.6,7.2
COc1ccccc1-n1cnc2sc(-c3ccccc3)cc2c1=O,-0.1,0.8,-6.8,-3.6,-1.1,-1.1,-0.4,-2.8,24.9,-7.6
Cc1c(C(=O)OCC(=O)N2CC(=O)Nc3ccccc32)oc2ccccc12,-1.1,3.0,14.0,-1.4,2.9,1.6,-2.4,-4.5,.,-0.1
CC(=O)[C@@]1(O)CC[C@H]2[C@@H]3CCC4=CC(=O)CC[C@]4(C)[C@H]3[C@@H](O)C[C@@]21C,4.1,2.4,-5.2,-0.3,2.6,4.7,-1.2,5.1,-0.8,6.0
CCn1c(C)nc2c1C(=O)c1ccccc1C2=O,-1.3,-1.6,7.5,-0.3,1.8,1.8,-4.6,-1.8,.,-13.2
COc1ccc(/C=C2\CN(Cc3ccccc3)C/C(=C\c3ccc(OC)cc3OC)C2=O)c(OC)c1,-10.2,2.8,3.4,0.2,5.5,3.8,1.1,-3.1,-1.7,-5.6
CC(C)(Oc1ccc(Cl)cc1)C(=O)Nc1ncccn1,2.5,0.6,12.8,-2.9,-0.9,-1.9,-0.5,.,.,2.5
O=C(Nc1ccc(-c2nc3ccccc3[nH]2)cc1)c1ccc(N2C(=O)CCC2=O)cc1,-1.1,2.5,-18.3,-0.2,3.9,-0.5,-1.1,-4.2,-1.5,11.9
CCOc1ccc(N2CC(C(=O)NC3=NCCS3)CC2=O)cc1 (stereo unspecified),-5.5,3.2,-4.5,-0.8,2.0,0.2,0.4,10.0,0.8,7.0
CC(C)c1nc(=S)n(-c2ccccc2)[nH]1,6.8,0.2,5.1,-1.1,2.7,0.4,2.3,18.0,.,14.7
CS(=O)(=O)NN1C(=O)c2ccccc2NC1c1ccccc1O (stereo unspecified),7.7,4.9,2.2,-0.3,5.2,1.2,-0.9,-24.2,1.5,-21.4
COc1ccc(NC(=O)C2CCCN2C(=O)Nc2cccc(F)c2)cc1 (stereo unspecified),-0.8,-0.4,10.1,-1.9,-0.5,-1.3,-0.5,5.8,-2.4,0.9
CCOc1ccc(S(=O)(=O)N(CC(N)=O)c2ccc(C)cc2)cc1,3.7,-0.4,-3.1,0.8,1.8,-2.8,1.3,0.0,0.9,-14.5
Cc1ccc(CNC(=O)C(=O)NCC2OCCCN2S(=O)(=O)c2cccs2)cc1 (stereo unspecified),5.5,-2.8,-5.8,-3.1,1.9,0.7,-2.3,-8.0,11.0,-12.4
O=C(Nc1nnc(Cc2ccccc2)s1)C1CCN(C(=O)c2ccco2)CC1,-0.8,0.6,-7.1,-1.0,4.3,-1.0,-2.3,-2.8,-1.8,-10.9
COc1ccc(C2(CNC(=O)c3ccc(N)cc3)CCCC2)cc1,-3.3,0.2,-25.0,-0.7,1.8,1.3,1.6,0.2,0.0,-19.2
CCN(CC)c1ccc(NC(=O)CSc2nnc3nc(C)cc(C)n23)cc1,-4.2,0.9,40.8,0.5,0.8,1.1,0.6,-5.0,.,-4.0
CCOc1ccc(CCNC(=O)C(CC)n2nc(C)n3c(cc4sccc43)c2=O)cc1OCC (stereo unspecified),-5.6,0.3,11.2,-1.3,1.6,-0.2,-1.6,.,.,-2.2
CCOC(=O)C1CCCN(CCC(=O)Nc2ccc(F)c(F)c2)C1 (stereo unspecified),2.8,1.8,3.6,-3.6,2.6,-1.4,0.5,1.2,.,-2.5

# Fetched by compound from the entries so far (2):
SMILES,Tat transport,AddAB inh,PfHsp90 set2,CAL PDZ inh,phage Ecoli inh,DAGLB inh,E coli growth,Rtt109 HAT inh,Wnt bcat act,PvdQ inh
Cc1c(C(=O)OCC(=O)N2CC(=O)Nc3ccccc32)oc2ccccc12,-1.1,3.0,14.0,-1.4,2.9,1.6,-2.4,-4.5,.,-0.1
O=C(NCCN1CCCCCC1)C1CC(=O)N(CCc2ccccc2)C1 (stereo unspecified),2.5,2.3,1.1,0.3,1.7,-1.9,0.6,-10.0,.,-2.8
